# Screens (PubChem)
# FBPA coupling cs: coupling enzyme interference in Giardia aldolase counter-screen. coupling enzyme system counterscreen, AmpLite Red fluorescence. activity change, negative = inhibition, % at 58.2 µM, hits read low. 290,000 compounds, 0.67% hits. AID 2472; in the data active means activity change below about -30%; further: on the % scale 0 is the no-effect control and ±100 the full control effect
#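 Counterscreen lacking aldolase: glyceraldehyde-3-phosphate coupling-enzyme reagent preincubated 10 min at RT with compound (at 57.5 uM final), then substrate/coupling system with AmpLite Red added; fluorescence read at 525/598 nm after 20 min RT.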
# TSG101-PTAP inh: blocks PTAP/TSG101 interaction to inhibit HIV-1 budding. Q99816. Fluorescence polarization, FITC-PTAP peptide / Tsg101 binding. Potency, µM (titrated, usually from 115 µM), inactives show top-dose activity change, negative = inhibition, actives largely listed as inhibitors. 340,000 tested, under 10 active. AID 493005; active means well fitted inhibition curve with a large enough effect in the main read-out, with a control signal flat, not every such curve was filed as active; inconclusive means small, poorly fitted or top-dose-only effect, or effect the other way, or a change in a side signal; inactive means no such curve, though single readings can be large or run the other way; further: potency means the concentration at half of the fitted maximal effect; % of control where 0% means no effect
#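 Compounds were pin-transferred onto Tsg101 binding domain (10 uM final) in HEPES pH 7.5 buffer, then FITC-PTAP peptide was added at 50 nM final. After 20 min at RT, polarization reported peptide displacement across a qHTS concentration series.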
# a7 integrin act: activators of alpha7 integrin expression for muscular dystrophy; alpha7betagal myoblasts, beta-gal FDG fluorescence, 48 h; Potency, µM (titrated, usually from 38.3 µM), inactives show at the top dose activation, actives largely listed as activators; AID 624291; 350,000 compounds, 0.064% hits;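 further: potency means the concentration at half of the fitted maximal effect; 100% = response of the positive control SU9516; nearly all actives have a fitted effect of over 60% in size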
#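 Alpha7betagal+/- myoblasts (passage 13) were plated 16-24 hr, then exposed to compounds (1:260 dilution of DMSO stock) for 48 hours at 37C. After MPER lysis, β-galactosidase reporter activity was read as FDG fluorescence (ex 480/em 540) after 30 minutes.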
# GALK inh: galactokinase (human) inhibition | 270,000 compounds, 0.007% hits | AID 1868 | Potency, µM (titrated, usually from 57.5 µM), for the others: top-dose activity change, negative = inhibition, hits mostly inhibitors | Purified GALK, Kinase-Glo residual ATP luminescence | P51570; further: potency means the concentration at half of the fitted maximal effect; on the % scale 0 is the no-effect control and ±100 the full control effect
#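 5 nM enzyme, 35 uM ATP, 100 uM galactose, 20 mM HEPES pH8.0, 5 mM MgCl2; 1 h RT; residual ATP by Kinase-Glo Plus luminescence, qHTS format.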
# PKM2 activator: activators of human pyruvate kinase M2 | P14618 | Potency, µM (series often up to 57.5 µM), for inactives: top-dose activation, hits mostly activators | purified PKM2, Kinase-Glo ATP luminescence, activation; response scale: 0% is enzyme alone, no compound | 260,000 compounds, 0.34% hits; further: potency means the concentration at half of the fitted maximal effect; on the % scale 0 is the no-effect control and ±100 the full control effect; nearly all actives have a fitted effect of over 55% in size
#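 hPK-M2, >95% pure; 0.1 mM ADP / 0.5 mM PEP final; imidazole pH7.2 buffer w/ 7 mM MgCl2, 50 mM KCl; 1 h RT; Kinase-Glo lum. Intermediate enzyme activity for dual inhibitor/activator qHTS.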
# Giardia kill: kills Giardia lamblia; 340,000 compounds, 0.15% hits; Giardia lamblia trophozoite viability; activity change, % at 7.66 µM, hits read low; in the data active means activity change below about -80%; inconclusive means between about -30% and that limit;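 further: parasites exposed to compound for two days anaerobically before the ATP read; on the % scale 0 is the no-effect control and ±100 the full control effect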
#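 Luminescent ATP signal served as the viability read-out, measured 15-30 min after adding ATP detection reagent to trophozoites that had been incubated with compounds for 48 hrs at 37 deg C anaerobically at 100 cells/well.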
# ASM inhibitor: inhibitors of human secretory acid sphingomyelinase; Potency, µM (highest dose often 57.5 µM), for the others: at the highest dose activity change, negative = inhibition, actives largely listed as inhibitors; 340,000 compounds, 0.006% hits; placental ASM, HMU-PC fluorogenic substrate, 60 min; P17405; further: potency means the concentration at half of the fitted maximal effect
#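 Steps: dispense placental human ASM, pin compound, wait 10 min at room temperature, add HMU-PC0 substrate at 9 uM final, incubate 60 min at 37 °C, add stop solution raising pH to 10, read fluorescence.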
# BCR signal inh: chronic active BCR signaling inhibition; ABC-DLBCL IkBa-CBG/CBR reporter, luminescence ratio, 4 h; Potency, µM (top dose mostly 46.1 µM), for inactives: top-dose ratio change, negative = lower green/red ratio, usual class: inhibitors; 340,000 compounds, 0.05% hits; active means well fitted inhibition curve with a large enough effect in the signal ratio, with a control signal flat, not every such curve was filed as active; inconclusive means small, poorly fitted or top-dose-only effect, or effect the other way, or a change in a side signal; the % refers to the signal ratio;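 further: potency means the concentration at half of the fitted maximal effect; plate controls were basal doxycycline-induced cells for no effect and cells given 10 µM MG132 for full effect; MG132 reads +100%, hits lower the ratio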
#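 Compounds up to 46 uM were incubated four hours with TMD8 cells whose green CBG68 luciferase is fused to IkappaBalpha; red CBR luminescence normalised the signal, and concentration-effect curves were fitted to fusion, red and ratio data.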
# Tb PFK inh: T. brucei PFK enzyme inhibition; T. brucei PFK, ADP-Glo luminescence; Potency, µM (highest dose often 57.5 µM), for the others: at the top dose activity, negative = inhibition, usual class: inhibitors; 330,000 compounds, 0.17% hits; AID 485367;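 further: potency means the concentration at half of the fitted maximal effect; 0% = uninhibited 1x PFK enzyme wells and -100% = no-enzyme wells; nearly all actives have a fitted effect of over 60% in size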
# Target sequence (O15648 whole entry, looked up): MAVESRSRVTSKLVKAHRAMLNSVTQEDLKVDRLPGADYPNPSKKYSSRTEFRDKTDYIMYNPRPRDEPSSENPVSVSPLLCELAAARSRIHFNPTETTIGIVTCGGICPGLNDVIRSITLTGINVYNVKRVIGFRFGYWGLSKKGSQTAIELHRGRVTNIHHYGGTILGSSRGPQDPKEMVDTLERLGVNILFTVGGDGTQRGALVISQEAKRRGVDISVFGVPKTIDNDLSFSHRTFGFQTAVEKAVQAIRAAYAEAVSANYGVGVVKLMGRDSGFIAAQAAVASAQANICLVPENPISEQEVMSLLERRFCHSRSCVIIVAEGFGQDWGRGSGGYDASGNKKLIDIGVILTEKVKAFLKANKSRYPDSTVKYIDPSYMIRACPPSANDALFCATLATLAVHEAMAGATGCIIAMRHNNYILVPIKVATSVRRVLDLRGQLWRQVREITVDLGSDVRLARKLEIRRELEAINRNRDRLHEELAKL
#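 Compounds were pin-transferred as a titration series up to 57 uM into substrate buffer (0.5 mM F6P, 0.1 mM ATP, pH 8.0), then 1.25 nM PFK was added and reactions ran 45 min before ADP-Glo detection.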
# Menin-MLL TR inh: menin-MLL binding inhibition, Texas Red mutant peptide | Menin + Texas Red MLL mutant peptide, fluorescence polarization | Potency, µM (highest dose often 61.6 µM), for inactives: at the highest dose FP activity change, negative = inhibition, actives largely listed as inhibitors | 270,000 compounds, 0.23% hits; active means well fitted inhibition curve with a large enough effect in the polarisation, with a control signal flat, not every such curve was filed as active; inconclusive means small, poorly fitted or top-dose-only effect, or effect the other way, or a change in a side signal; inactive means no such curve, though single readings can be large or run the other way; the % refers to the polarisation; further: potency means the concentration at half of the fitted maximal effect; % of control where 0% means no effect; many of its hits are not listed in these tables
# B2AR arrestin: beta2AR (human) beta-arrestin recruitment activity | 330,000 compounds, 0.02% hits | AID 492947 | Potency, µM (highest dose often 46.1 µM), without a hit: top-dose activation, usual class: activators | beta-arrestin recruitment to beta2AR, cell-based reporter | P07550;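 further: potency means the concentration at half of the fitted maximal effect; 0% = DMSO controls and full agonism = EC100 isoproterenol or metaproterenol; nearly all actives have a fitted effect of over 65% in size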
# Target sequence (P07550 whole entry, looked up): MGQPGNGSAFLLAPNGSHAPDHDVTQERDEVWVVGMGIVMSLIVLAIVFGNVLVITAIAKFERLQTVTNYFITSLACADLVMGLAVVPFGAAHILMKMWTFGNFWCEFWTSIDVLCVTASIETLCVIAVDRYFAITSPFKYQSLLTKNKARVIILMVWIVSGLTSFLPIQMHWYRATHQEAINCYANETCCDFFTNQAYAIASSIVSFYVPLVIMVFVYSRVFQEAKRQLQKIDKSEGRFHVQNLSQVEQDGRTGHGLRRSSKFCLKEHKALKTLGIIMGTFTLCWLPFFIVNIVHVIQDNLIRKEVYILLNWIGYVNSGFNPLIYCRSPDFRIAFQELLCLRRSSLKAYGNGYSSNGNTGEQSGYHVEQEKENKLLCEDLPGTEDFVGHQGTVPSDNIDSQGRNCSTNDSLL
# * = called active by the depositor; ? = inconclusive; / = not tested or not shown; [ ] = remark or other dose. Unless noted, the call rests on the fitted dose curve; in most records, active means well fitted curve in the direction sought with a large enough effect; inconclusive means small, poorly fitted or top-dose-only effect, or another doubt; inactive means no such curve, though single readings can be large; an effect the other way counts as inactive or inconclusive. Some of the compounds tested; rates above refer to the full screens.
# Start of the listing, in advance:
compound,FBPA coupling cs,TSG101-PTAP inh,a7 integrin act,GALK inh,PKM2 activator,Giardia kill,ASM inhibitor,BCR signal inh,Tb PFK inh,Menin-MLL TR inh,B2AR arrestin
Cc1ccc(-c2nc(SCC(=O)NCC3CCCO3)c(-c3ccc(Cl)cc3)[nH]2)cc1 (stereo not given),0,-2%,-4%,/,3%,-8,-3%,3%,-1%,6%,6.2%
COc1ccc(C(=O)CSc2nnc(C3CCCCC3)n2N)c(OC)c1,1,-2%,-13%,-3%,-1%,6,-2%,7%,3%,10%,-0.2%
Cc1ccc(S(=O)(=O)N(C)CC(=O)Nc2cc(C)ccn2)cc1,/,3%,-9%,/,/,-9,-2%,-1%,-3%,/,0.2%

# The whole of this part, repeating the preview:
compound,FBPA coupling cs,TSG101-PTAP inh,a7 integrin act,GALK inh,PKM2 activator,Giardia kill,ASM inhibitor,BCR signal inh,Tb PFK inh,Menin-MLL TR inh,B2AR arrestin
Cc1ccc(-c2nc(SCC(=O)NCC3CCCO3)c(-c3ccc(Cl)cc3)[nH]2)cc1 (stereo not given),0,-2%,-4%,/,3%,-8,-3%,3%,-1%,6%,6.2%
COc1ccc(C(=O)CSc2nnc(C3CCCCC3)n2N)c(OC)c1,1,-2%,-13%,-3%,-1%,6,-2%,7%,3%,10%,-0.2%
Cc1ccc(S(=O)(=O)N(C)CC(=O)Nc2cc(C)ccn2)cc1,/,3%,-9%,/,/,-9,-2%,-1%,-3%,/,0.2%
CNC(=O)c1c[nH]n2c(=O)c(Cc3ccccc3F)c(C)nc12,0,-5%,16%,2%,-1%,-3,-1%,0%,-3%,0%[11.7 µM],-0.6%
COC(=O)CSc1cccc2c1C(=O)CC2c1ccccc1 (stereo not given),6,-4%,17%,2%,/,-22,-1%,-11%,0%,-1%,3.2%
O=C(CCn1cccc1)Nc1nccs1,3,-3%,-20%,2%,1%,-14,3%,1%,-1%,?,-0.5%
Cc1cc(C)n2nc(SCCCC(=O)c3ccc(F)cc3)nc2n1,1,1%,-49%[inhibitor],9%,-1%,-11,-2%,-1%,3%,1%,-0.8%
CCOC(=O)c1c(C)[nH]c(C)c1C(=O)COC(=O)c1nc2nccc(C)n2n1,1,-2%,-19%,11%,0%,-3,-2%,-5%,-3%,4%,0.3%
COCC(=O)Nc1ccc(S(=O)(=O)NCCc2ccccc2)cc1,3,-3%,-6%,-1%,-2%,-28,2%,-2%,7%,-21%,-0.4%
CN1CCN(c2ccc(NC(=S)NC(=O)c3cccc4ccccc34)cc2)CC1,-1,-7%,-44%,6%,1%[0.46 µM],58[activator],-7%,2%,-12%,-16%,2.3%
Cc1ccc(F)cc1NC(=O)CSc1ncccn1,0,2%,22%,14%,-1%,-28,3%,-4%,3%,-1%,-0.1%
CCCn1cc(S(=O)(=O)c2ccc(OC)cc2)c(=O)c2cc(OCC)ccc21,/,-9%,?,5%,/,12,-3%,-7%,2%,/,-0.8%
OC1NC(=S)N(c2ccccc2)C1O (stereo not given),3,-6%,6%,4%,-2%,-11,0%,-28%,-9%,/,0.1%
CCCCN(C(=O)c1nn(C)c(=O)c2ccccc12)c1c(N)n(CC(C)C)c(=O)[nH]c1=O,/,0%,8%,/,/,-19,11%,-1%,0%,/,0.2%
O=C(c1ccccc1Cl)N1CCNCC1,2,3%,-8%,-1%,-8%,4,0%,0%,-1%,0%,3.5%
Cc1ccc(-n2c(SCC(=O)NCC3CCCO3)nnc2-c2ccoc2C)cc1 (stereo not given),2,-4%,-10%,1%,-8%,6,0%,-1%,0%,-1%[11.7 µM],-0.7%
Nc1nonc1-c1nc2ccccc2n1CC(=O)N/N=C/c1ccc(-c2ccccc2C(=O)O)o1,-9,0%,7%,4%,16%,-10,5%,11%,0%,52%[activator],0.9%
O=C(NCCc1ccccc1)NC1CCCCC1,2,-11%,5%[7.66 µM],1%,0%,2,-3%,?,8%,7%,-0.1%
Cc1cc(C)c(C(=O)NNC(=O)c2cccnc2)c(C)c1,3,1%,-11%,-1%,0%,2,5%,4%,3%,15%,-0.8%
COc1cccc(NC(=O)COC(=O)/C=C/c2c(C)nn(-c3ccccc3)c2C)c1,/,-4%,-15%,/,/,11,-11%,?,-6%,/,0.9%
Cc1cc(C)cc(NC(=O)CSc2nc(N)c(NC(=O)c3cccs3)c(=O)[nH]2)c1,7,-8%,-10%,/,-1%,-11,-3%,?,10%,-8%,-0.4%
O=C(CN(Cc1ccccc1)S(=O)(=O)c1ccc(S(=O)(=O)N2CCOCC2)cc1)Nc1ccccc1,1,1%,10%,/,-3%,-15,2%,-4%,0%,-8%,0.2%
CCN(CC)C(=O)COc1cc(C)cc2oc(=O)cc(-c3ccccc3)c12,/,-4%,-8%,-2%,3%,-29,4%,?,-8%,-27%,-0.6%
CCOc1ccc(S(=O)(=O)Nc2ccc(S(=O)(=O)N3CCCCC3)cc2)cc1,1,-4%,?,-2%,-2%,3,-9%,16%,-4%,?,-1.0%
C=CCC1(CC=C)CCCN1C(=O)C1CCC(=O)N(CCc2ccccc2)C1 (stereo not given),/,-1%,-44%[inhibitor],-2%,-2%,-29,2%,6%,-3%,/,0.4%

# The results go on.
compound,FBPA coupling cs,TSG101-PTAP inh,a7 integrin act,GALK inh,PKM2 activator,Giardia kill,ASM inhibitor,BCR signal inh,Tb PFK inh,Menin-MLL TR inh,B2AR arrestin
Cc1csc(=O)n1CC(=O)OCc1nnc(-c2ccccc2)o1,/,0%,9%,/,/,-6,-7%,11%,-8%,/,2.7%
O=C(NCC1COc2ccccc2O1)c1cccc(S(=O)(=O)N2CCN(c3ccccc3)CC2)c1 (stereo not given),/,0%,-27%,/,/,12,-1%,4%,8%,/,-0.1%
Cc1ccccc1NC(=O)Cc1c(O)c2ccccc2[nH]c1=O,1,-1%,33%,-4%,0%,-1,-1%,6%,2%,8%,0.1%
CCOC(=O)c1cccc(NC(=O)CCc2nnc3ccc(N4CCOCC4)nn23)c1,/,-11%,-4%,-4%,/,-7,3%,-3%,3%,/,-0.1%
COCCn1c(SCC(=O)/C=C2\N(C)c3ccccc3C2(C)C)nnc1-c1ccncc1,0,-5%,-15%,1%,1%,39[activator],9%,?,1%,?,-0.1%
Cc1cc2cc(CN(Cc3ccco3)C(=O)C3CCCCC3)c(=O)[nH]c2cc1C,1,2%,18%,2%,7%,4,-3%,2%,3%,7%,0.2%
COc1ccc(Oc2cccc(Cl)c2CNC(=O)CSCC(=O)O)cc1,4,-5%,17%,/,0%,-4,4%,2%,3%,/,-0.1%
CCc1nnc(NC(=O)CSc2nnc(-c3ccco3)n2CCOC)s1,3,-5%,-7%,9%,-5%,4,-3%,0%,-2%,-7%,-0.1%
COc1ccc(S(=O)(=O)Nc2ccc3c(c2)n(C)c(=O)n3C)cc1F,-2,-9%,10%,-2%,/,-17,-6%,?,-7%,/,-0.1%
CC1CCN(CCc2nc3cc(NC(=O)C(C)C)ccc3n2C)CC1,0,-7%,-12%,3%,/,?,2%,0%,1%,4%,-0.2%
CC(C)[C@H](NC(=O)[C@@H]1CSC2c3ccccc3C(=O)N21)C(=O)NCC1CCCO1 (stereo not given in full),/,-9%,-19%,-7%,/,9,1%,0%,-6%,/,-0.4%
COc1ccc(-n2cnnc2SCCC#N)cc1,1,-11%,0%,-1%,-10%,9,1%,5%,-1%,-12%,2.9%
COC(=O)c1sccc1NC(=O)c1c(Cl)cccc1Cl,1,-2%,-1%,5%,-4%,-3,2%,-11%,3%,?,0.3%
Fc1ccc2c(c1)C(c1ccncc1)=NNC(c1cccnc1)=N2,0,2%,-11%,3%,-6%,-15,-2%,-17%,-4%,-13%,0.3%
COc1ccc(CCNC(=O)c2ccc3c(c2)N(Cc2ccc(F)cc2)CCS3)c(OC)c1,/,0%,-37%,-8%,/,1,251%[activator],-2%,1%,/,0.0%
CNC(=O)C(=O)Nc1ccc2c(c1)N(S(=O)(=O)c1cccs1)CCC2,/,-3%,-10%,/,/,-2,0%,1%,7%,/,0.0%
